# Assay outcomes (PubChem)
# KCNH2 WT inh: blocks the wildtype human KCNH2 potassium channel. hit rate 0.37% among 340,000. activity change, % at 1.84 µM. U2OS, BacMam KCNH2, thallium flux FluxOr; active compounds read low. AID 720551;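 active = maximum activity change below -70%; inconclusive = maximum activity change between -70% and -50%; inactive = maximum activity change above -50%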; also: % is scaled to controls: 0 for no effect and ±100 for the full control effect
#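 U2OS cells transduced with wild-type KCNH2 virus are loaded with FluxOr dye for 45 min, and thallium flux is measured in kinetic reads before and after stimulation buffer. Rate constants are normalized to DMSO controls.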
# BCR signal inh: blocks chronic active B-cell receptor signaling | ABC-DLBCL IkBa-CBG/CBR reporter, luminescence ratio, 4 h | Potency, µM (top dose mostly 46.1 µM), inactives show at the highest dose ratio change, negative = lower green/red ratio, actives largely listed as inhibitors | hit rate 0.05% among 340,000 | AID 493014; active = well fitted inhibition curve with a large enough effect in the signal ratio, with a control signal flat, not every such curve was filed as active; inconclusive = small, poorly fitted or top-dose-only effect, or effect the other way, or a change in a side signal; the % refers to the signal ratio;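 also: potency is read from the fitted curve at half-maximal effect; plate controls were basal doxycycline-induced cells for no effect and cells given 10 µM MG132 for full effect; MG132 reads +100%, hits lower the ratio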
#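 Compounds up to 46 uM were incubated four hours with TMD8 cells whose green CBG68 luciferase is fused to IkappaBalpha; red CBR luminescence normalised the signal, and concentration-effect curves were fitted to fusion, red and ratio data.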
# GALK inh: galactokinase (human) inhibition. AID 1868. Purified GALK, Kinase-Glo residual ATP luminescence. Potency, µM (series often up to 57.5 µM), for inactives: at the highest dose activity change, negative = inhibition, most hits filed as inhibitors. P51570. hit rate 0.007% among 270,000; also: potency is read from the fitted curve at half-maximal effect; % is scaled to controls: 0 for no effect and ±100 for the full control effect
# Target sequence (P51570 whole entry, looked up): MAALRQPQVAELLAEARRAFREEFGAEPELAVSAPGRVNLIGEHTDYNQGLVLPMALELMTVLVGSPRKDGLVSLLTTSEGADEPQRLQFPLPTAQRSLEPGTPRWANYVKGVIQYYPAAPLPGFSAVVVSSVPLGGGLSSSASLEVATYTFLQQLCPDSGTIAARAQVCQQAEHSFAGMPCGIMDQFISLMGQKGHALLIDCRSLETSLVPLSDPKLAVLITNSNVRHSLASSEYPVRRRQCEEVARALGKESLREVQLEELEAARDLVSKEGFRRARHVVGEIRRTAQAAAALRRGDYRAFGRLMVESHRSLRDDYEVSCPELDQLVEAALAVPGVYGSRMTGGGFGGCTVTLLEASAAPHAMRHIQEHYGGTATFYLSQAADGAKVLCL
#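 The enzyme phosphorylates galactose (100 uM) using ATP (35 uM); inhibition is detected as higher residual ATP, quantified by bioluminescence after 1 h reaction at room temperature, pH 8.0.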
# TCR act: T cell receptor activation; 330,000 tested, under 10 active; Potency, µM (highest dose often 9.22 µM), for inactives: top-dose activation of IL-2 secretion, usual class: activators; AID 504894; primary human leukocytes, anti-CD3, IL-2 HTRF, 48 h; also: % of control where 0% means no effect
#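 1) Mix primary human leukocytes, a-CD3 beads and compound. 2) Incubate 48 hr. 3) Add HTRF IL-2 reagents (a-IL-2-K, a-IL-2-d2).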
# Tb PFK inh: inhibitors of T. brucei phosphofructokinase; O15648; T. brucei PFK, ADP-Glo luminescence; Potency, µM (series often up to 57.5 µM), for the others: top-dose activity, negative = inhibition, usual class: inhibitors; hit rate 0.17% among 330,000; AID 485367;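 also: potency is read from the fitted curve at half-maximal effect; 0% = uninhibited 1x PFK enzyme wells and -100% = no-enzyme wells; nearly all actives have a fitted effect of over 60% in size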
# Target sequence (O15648 whole entry, looked up): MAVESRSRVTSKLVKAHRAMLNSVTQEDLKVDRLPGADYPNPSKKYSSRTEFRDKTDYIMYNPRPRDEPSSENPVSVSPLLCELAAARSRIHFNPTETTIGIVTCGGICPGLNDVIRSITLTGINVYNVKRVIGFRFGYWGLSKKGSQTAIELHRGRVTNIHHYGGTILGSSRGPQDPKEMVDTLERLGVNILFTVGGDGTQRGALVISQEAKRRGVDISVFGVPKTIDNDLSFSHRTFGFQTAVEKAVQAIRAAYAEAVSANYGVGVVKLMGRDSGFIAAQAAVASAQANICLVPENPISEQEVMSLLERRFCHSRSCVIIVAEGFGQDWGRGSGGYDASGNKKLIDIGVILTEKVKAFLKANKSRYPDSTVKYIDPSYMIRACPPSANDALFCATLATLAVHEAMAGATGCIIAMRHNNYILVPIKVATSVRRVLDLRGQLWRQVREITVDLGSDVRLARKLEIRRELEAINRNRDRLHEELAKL
#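 Activity is normalized to no-enzyme wells (full inhibition) and 1.25 nM enzyme wells (no inhibition). Reaction: 0.5 mM F6P, 0.1 mM ATP, 45 min RT, ADP-Glo luminescence; concentration-response curves fitted and classed by quality.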
# CXXC DNA block: blocks binding of human MLL CXXC domain to DNA; Q03164; MLL-CXXC / FITC-HOXA9 DNA fluorescence polarization; Potency, µM (highest dose often 115 µM), without a hit: at the highest dose activity change, negative = inhibition, usual class: inhibitors; hit rate 0.037% among 290,000; active = well fitted inhibition curve with a large enough effect in the polarisation, with a control signal flat, not every such curve was filed as active; inconclusive = small, poorly fitted or top-dose-only effect, or effect the other way, or a change in a side signal; inactive = no such curve, though single readings can be large or run the other way; the % refers to the polarisation; also: potency is read from the fitted curve at half-maximal effect
#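 Purified MLL-CXXC (added from a 7 uM solution) was preincubated 5 min at ambient with pinned compounds in 50 mM Tris-HCl pH 7.5, 50 mM NaCl, 1 mM DTT, 0.05% BSA. Fluorescein-labeled HOX-A9 DNA (50 nM solution) followed, 30 min, then polarization read.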
# Giardia killer: kills Giardia lamblia; Giardia lamblia trophozoite viability; activity change, % at 7.66 µM, hits read low; hit rate 0.15% among 340,000; AID 540267; in the data active = activity change below about -80%; inconclusive = between about -30% and that limit;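 also: parasites exposed to compound for two days anaerobically before the ATP read; % is scaled to controls: 0 for no effect and ±100 for the full control effect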
#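 Viability, read as ATP luminescence: trophozoites at 100 cells/well, compound added, 48 hrs anaerobic at 37 deg C, then 15-30 min room-temperature development before reading.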
# A-T KAP1 phos: candidate therapy for ataxia-telangiectasia; hit rate 0.19% among 320,000; […] A-T fibroblasts, KAP-1 phosphorylation AlphaLISA; neocarzinostatin DNA damage 30 min before lysis; Potency, µM (highest dose often 57.5 µM), for the others: at the highest dose activation, usual class: activators; AID 485349; also: potency is read from the fitted curve at half-maximal effect; % of control where 0% means no effect; nearly all actives have a fitted effect of over 45% in size
#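 hTERT-immortalized A-T patient fibroblasts ([…]), 500 cells/well in OPTI-MEM, 1% FBS, got compounds for 60 min, then NCS for 30 min at 37C. Lysates were then assayed for phospho-KAP-1 by AlphaLISA (anti-pKAP1 donor, anti-KAP1 acceptor beads), 6 hr at 25C.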
# TSHR antagonist: human thyrotropin receptor antagonism | P16473 | TSHR-expressing cells, TSH-stimulated cAMP HTRF, 2 h; active compounds read low | activity change, negative = inhibition, % at 11.5 µM | hit rate 0.2% among 330,000;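 active = activity change below a set negative limit, meaning inhibition stronger than a set level, cut at about -70% in these data; inconclusive = activity change between two set negative limits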; also: % is scaled to controls: 0 for no effect and ±100 for the full control effect
#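 TSHR-expressing cells, 200/well, pre-treated with compound, then stimulated with EC80 TSH (4nM final) for 2 hours at 37 deg C. cAMP measured by competitive HTRF: anti-cAMP cryptate antibody in lysis buffer plus cAMP-d2, read after 30 minutes at room temperature.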
# FBPA coupling cs: counter-screen for Giardia aldolase inhibitors: coupling enzyme system. coupling enzyme system counterscreen, AmpLite Red fluorescence. activity change, negative = inhibition, % at 58.2 µM, hits read low. hit rate 0.67% among 290,000. AID 2472; in the data active = activity change below about -30%; also: % is scaled to controls: 0 for no effect and ±100 for the full control effect
#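 Final compound at 57.5 uM, incubated 10 min at RT with coupling enzyme reagent (glyceraldehyde-3-phosphate), then 20 min with substrate and AmpLite Red detection. Fluorescence read at 525/598 nm; tests interference with the coupling assay, not aldolase inhibition.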
# * hit, by the source's call; i = inactive; u = inconclusive; x = not tested or not shown; [ ] = dose if it differs, or a comment. Unless noted, calls follow the shape of the dose curve; as a rule, active = well fitted curve in the direction sought with a large enough effect; inconclusive = small, poorly fitted or top-dose-only effect, or another doubt; inactive = no such curve, though single readings can be large; an effect the other way counts as inactive or inconclusive.
SMILES,KCNH2 WT inh,BCR signal inh,GALK inh,TCR act,Tb PFK inh,CXXC DNA block,Giardia killer,A-T KAP1 phos,TSHR antagonist,FBPA coupling cs
CCC(=O)Nc1cccc(C(=O)N(Cc2ccccc2)Cc2ccccc2)c1,-8,0%,1%,-5%,4%,-10%,6,-3%,8,4
O=C(NC(=O)c1ccccc1)C1=C(N2CCCC2)COC1=O,0,3%,x,-2%,4%,x,-9,15%,3,x
CN(Cc1ccccc1)C(=O)c1cc(-c2ccc(Br)cc2)on1,-13,-1%,1%,-1%[46.1 µM],-2%,0%,-19,13%,-23,1
CCOC(=O)Cc1csc(NC(=O)NC2(C(F)(F)F)Oc3ccccc3O2)n1,4,u,0%,-2%,-3%,-13%,5,x,x,-7
COc1ccc(C(=O)N/N=C/c2ccc(OC)c(COc3c(F)c(F)cc(F)c3F)c2)cc1,6,12%,-4%,4%,4%,-4%,-12,12%,-15,x
O=C(COC(=O)c1cccnc1Cl)NCCCc1ccccc1,7,1%,x,2%,-1%,x,-3,1%,-3,x
CN1CCN(CC(O)(c2ccc(Cl)cc2)c2ccc(Cl)cc2)CC1,-20,u,-2%,6%,-1%,24%,7,0%,-1,0
COc1cccc(N2CCN(C(=O)CCNS(=O)(=O)c3ccc(F)c(F)c3)CC2)c1,-1,1%,x,x,-1%,x,2,5%,x,x
CCOc1nc(-c2ccccc2)c2cc(Br)ccc2n1,-4,-4%,1%,3%,-4%,-10%,-11,-4%,-8,5
CC1CC(C)CN(C(=O)C(C)N(C)CC(=O)Nc2ccc(Cl)cc2)C1 (configuration not stated),-20,4%,3%,4%,7%,1%,-20,3%,-12,3
CCOc1cc(CNn2cnnc2)ccc1OCC(=O)NC1CCCCC1,-15,-3%,0%,x,-7%,-4%,9,-5%,6,1
N#Cc1cnc2cc(-c3ccccc3)nn2c1N,-3,u,5%,3%,-7%,12%,-26,10%,1,1
CC(C)(C)c1ccc(C2(C)NC(=O)N(CC(=O)Nc3ccc4c(c3)OCO4)C2=O)cc1 (configuration not stated),-7,u,1%,-3%,1%,13%,14,x,-5,3
CCc1cccc(C)c1N1C(=O)CC(C)(C)CC1=O,-2,u,6%,3%,-8%,-3%,13,-2%,-5,2
N#Cc1cc2cc3c(cc2nc1NCCNC(=S)NCCCN1CCOCC1)OCO3,-9,u,0%,2%,0%,8%,5,8%,3,-13
COCCC(=O)N1CCC(Oc2ccc(C(=O)N3CCCC(CCCO)C3)cc2)CC1 (configuration not stated),6,-4%,0%,18%,1%,-26%,-11,6%,4,x
CCc1ccc(NC(=O)Cc2ccc(-n3cccc3)cc2)cc1,6,2%,1%,-6%[46.1 µM],-9%,2%,9,1%,-1,-1
Cc1nnc(-c2cccc(Br)c2)c2cn(-c3ccccc3Cl)nc12,-9,u,-2%,3%,-9%,-7%,9,11%,-6,2
O=C(NC1CCCCC1)c1nn2c(C(F)(F)F)cc(-c3ccco3)nc2c1Br,-2,15%,0%,-2%,6%,14%,2,1%,5,4
COc1cccc(C(=O)NC2CC3CCCC(C2)N3CC(=O)Nc2ccc(N(C)C)cc2)c1 (configuration not stated),1,7%,-2%,2%,0%,-2%,-10,-11%,0,1
O=C(NCCN1CCN(C(=O)c2ccc(F)cc2)CC1)c1ccc(F)cc1,-3,5%,2%,0%,1%,2%,-6,4%,-1,0
CC(C)CNC(=O)c1cccc(NC(=O)COc2cccc([N+](=O)[O-])c2)c1,6,13%,-2%,-2%,-3%,-8%,3,6%,-21,3
COc1ccc(S(=O)(=O)CCC(=O)N2CCN(c3ccccc3F)CC2)cc1,-7,-1%,0%,6%,6%,2%,9,2%,0,3
CCOc1cc(/C=N/NC(=O)C(=O)N/N=C/c2ccc(O)c(OCC)c2)ccc1O,-6,-7%,1%,x,-4%,-1%,17,28%,40,-1
COc1ccc(C2=NN(C(=O)CSc3nc4ccccc4s3)C(c3ccc(OC)cc3)C2)cc1 (configuration not stated),35,5%,0%,-8%[46.1 µM],0%,u,-4,-6%,12,-1
# Continued.
SMILES,KCNH2 WT inh,BCR signal inh,GALK inh,TCR act,Tb PFK inh,CXXC DNA block,Giardia killer,A-T KAP1 phos,TSHR antagonist,FBPA coupling cs
Cn1cnc2cc(NC(=O)c3ccc(Cl)cc3)ccc21,-4,u,-3%,4%[46.1 µM],-1%,4%,8,-4%,-3,-1
O=C(CN1C(=O)COCC1=O)N1CCOCC1,-18,6%,0%,2%,-2%,-3%,-20,-5%,4,1
CCN1CCCC1CNCc1cc(OC)c(OC)c(OC)c1 (configuration not stated),6,u,-2%,1%,-3%,17%,-8,0%,5,1
CCOc1ccccc1N1CCN(c2ncnc3scc(-c4ccc(OC)cc4)c23)CC1,-4,-1%,5%,-3%,-1%,u,-2,8%,-13,-1
Cc1ccc(S(=O)(=O)N2CCOCC2)cc1C(=O)NC(C)CCc1ccccc1 (configuration not stated),-8,0%,x,7%,3%,x,-11,10%,-8,x
CC(C)c1ccc(NC(=O)CCNS(=O)(=O)c2ccc3[nH]c(=O)oc3c2)cc1,3,2%,-4%,3%,0%,3%,-3,3%,6,x
Cc1ccc(NC(=O)Cc2ccccc2Cl)cc1S(=O)(=O)N(C)C,-1,1%,-1%,-3%[46.1 µM],-6%,-8%,-3,7%,21,-7
O=C(Nc1ccc(F)cc1F)NC1CCCCCCC1,0,-2%,-7%,5%,0%,1%,-8,8%,-17,x
CCOC(=O)CSc1nnc(-c2c[nH]c3ccccc23)n1CC,-5,-17%,3%,-4%,3%,9%,29,5%,-3,-13
CCOC(=O)Cc1csc(NC(=O)CC)n1,-16,u,3%,1%,1%,-11%,6,17%,6,4
Cn1c(=O)c2c(ncn2CC(=O)OCC(=O)Nc2ccc(Cl)cc2)n(C)c1=O,2,u,-7%,-5%[46.1 µM],-1%,-10%,0,26%,-2,2
CCC(CC)NC(=O)CN1CCN(S(=O)(=O)c2cccs2)CC1,-12,-1%,x,-2%,-2%,x,3,1%,-7,x
Cc1ccc(CNC(=O)c2ccc(N3CCC4(CC3)CC(c3ccccc3)=NO4)c(NC(=O)c3ccccc3)c2)cc1,-6,-6%,x,-3%,0%,x,9,25%,16,x
CC1(C)CC(=O)C(C=NCCN2CCN(CCCCS(=O)(=O)O)CC2)=C(O)C1,-8,6%,-3%,4%,-4%,9%,18,4%,3,0
C#CCNC(=O)C1=C[C@H](c2cn(C(C)=O)c3ccccc23)C[C@H](OCc2ccc(CO)cc2)O1,4,u,1%,-3%,-2%,-8%,-1,6%,-3,-3
CCn1c(O)c(N=NC(=O)CNc2cccc(C)c2)c2ccccc21,i,u,-4%,2%[46.1 µM],0%,1%,21,-14%,0,1
CN1CCC(=NNC(=O)c2cn(-c3ccccc3)nc2-c2ccccc2)CC1,-1,1%,0%,5%[46.1 µM],10%,17%,-21,0%,-2,1
Cc1sc2nc(CSC(C)C(=O)Nc3ccc(C#N)cc3)[nH]c(=O)c2c1C (configuration not stated),8,19%,x,2%,-1%,x,-8,0%,0,x
COCCN(C(=O)CSc1nnc(-c2cccc(F)c2)n1N)c1c(N)n(CC(C)C)c(=O)[nH]c1=O,-6,1%,-2%,1%,-1%,-1%,3,11%,-1,x
COc1ccc(NS(=O)(=O)c2coc(C(N)=O)c2)cc1Cl,2,u,-1%,-1%[46.1 µM],0%,-6%,25,-7%,7,2
Cc1ccc(N(C(=O)c2snc(C(N)=O)c2N)C(C(=O)NCC2CCCO2)c2ccc(C)o2)c(C)c1 (configuration not stated),4,-11%,-1%,-2%,0%,-26%,-5,17%,5,1
COc1cccc(NC(=O)CCCn2nc(C)c3c(C)n(-c4ccccc4)nc3c2=O)c1,10,-4%,0%,3%,-8%,-6%,5,-6%,5,x
Cc1ccc(S(=O)(=O)N2CCC(C(=O)Nc3nnc(COc4ccccc4)s3)CC2)cc1,2,0%,0%,8%,-3%,-5%,19,2%,-7,2
COc1cccc(NC(=O)CSc2nnnn2C2CCCC2)c1,4,-8%,0%,-2%,-1%,4%,-9,1%,11,2
O=C1c2ccccc2C(=O)N1c1ccc(S(=O)(=O)N2CCCCC2)cc1,-1,2%,0%,5%,-5%,-25%,-11,2%,14,1
O=C(COC(=O)Cc1ccc(F)cc1)Nc1ccc(Cl)cn1,-9,0%,x,0%,-5%,x,25,8%,-29,x
CC(OC(=O)c1ccc(Cl)nc1)C(=O)NCc1ccc2c(c1)OCO2 (configuration not stated),7,10%,x,-2%,-5%,x,24,3%,x,x
